High-throughput results as filed in PubChem.
p53 reactivation = restores transcriptional activity of mutant p53; H1299 p53-A138V BP100-luciferase reporter, luminescence, 24 h; Potency, µM (highest dose often 92.2 µM), inactives show at the highest dose activity change, positive = activation, usual class: activators; 320,000 compounds, 0.063% hits; AID 504706; note: potency is the fitted concentration of half-maximal effect; % of control where 0% means no effect; nearly all actives have a fitted effect of over 45% in size
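p53-null H1299 cells stably carrying temperature-sensitive p53-A138V and a BP100-luciferase reporter were pinned with compounds (4-point, 1:5 series) and held 24 hrs at 37 deg C. Luminescence was read 10 min after detection reagent.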
NPC1 promoter act = activates the NPC1 promoter | Huh7 NPC1 promoter luciferase reporter, 24 h | Potency, µM (series often up to 9.22 µM), without a hit: top-dose activation, actives largely listed as activators | 320,000 compounds, 2.4% hits;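 note: potency is the fitted concentration of half-maximal effect; % of control where 0% means no effect; nearly all actives have a fitted effect of over 60% in size; reporter is driven by a mutant NPC1 promoter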
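In 1536-well qHTS, Huh7 cells harboring an NPC1 promoter–luciferase construct received compound for 24 h; activation was quantified by luminescence following luciferase reagent addition.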
FLuc counter = inhibits or activates purified firefly luciferase, miR-21 counter-screen | purified FLuc, Km substrates, luminescence inhibition | 360,000 compounds, 6.9% hits | P08659 | Potency, µM (doses to about 57.5 µM), without a hit: at the highest dose activity change, negative = inhibition, usual class: inhibitors;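 note: potency is the fitted concentration of half-maximal effect; plate controls were vehicle for no effect and reference inhibitor for full effect; nearly all actives have a fitted effect of over 55% in size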
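Purified P. pyralis luciferase, 10 nM final, with Km-level 10 uM D-luciferin and 10 uM ATP in 50 mM Tris acetate pH 7.5, 10 mM Mg acetate, 0.01% Tween-20, 0.05% BSA; 6-point qHTS titration about 60 µM downward; luminescence read.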
TRPV1 ag = human TRPV1 agonism | Q8NER1 | TRPV1-expressing cells, Fluo-8 calcium influx, agonist mode | activation, % at 8.33 µM | 320,000 compounds, 0.19% hits | AID 540275; in the data active = activation above about 80%; inconclusive = between about 30% and that limit; note: 0% is about no effect
Target sequence (Q8NER1 whole entry, looked up): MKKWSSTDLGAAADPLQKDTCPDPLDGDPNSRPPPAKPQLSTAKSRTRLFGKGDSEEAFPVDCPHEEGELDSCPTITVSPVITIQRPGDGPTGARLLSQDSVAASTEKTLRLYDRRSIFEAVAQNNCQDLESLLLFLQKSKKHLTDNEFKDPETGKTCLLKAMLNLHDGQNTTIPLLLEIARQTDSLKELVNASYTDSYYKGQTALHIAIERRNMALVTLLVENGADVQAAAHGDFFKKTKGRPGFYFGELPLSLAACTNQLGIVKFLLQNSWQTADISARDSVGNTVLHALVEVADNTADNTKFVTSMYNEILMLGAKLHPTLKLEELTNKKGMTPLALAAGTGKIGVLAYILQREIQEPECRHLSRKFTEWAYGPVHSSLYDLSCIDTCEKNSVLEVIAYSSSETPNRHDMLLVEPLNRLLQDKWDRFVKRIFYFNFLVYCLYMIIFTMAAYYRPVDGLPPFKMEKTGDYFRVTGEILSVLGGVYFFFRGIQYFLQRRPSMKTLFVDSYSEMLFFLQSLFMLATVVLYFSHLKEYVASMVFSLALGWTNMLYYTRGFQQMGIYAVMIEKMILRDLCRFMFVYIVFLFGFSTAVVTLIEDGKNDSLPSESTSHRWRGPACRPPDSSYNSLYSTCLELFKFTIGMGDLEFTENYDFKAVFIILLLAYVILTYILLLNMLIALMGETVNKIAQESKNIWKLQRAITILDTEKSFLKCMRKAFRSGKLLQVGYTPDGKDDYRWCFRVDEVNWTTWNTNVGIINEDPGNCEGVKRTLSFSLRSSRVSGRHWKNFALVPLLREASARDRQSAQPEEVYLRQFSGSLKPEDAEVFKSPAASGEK
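Fluo-8 calcium influx in TRPV1-expressing cells, kinetic read (ex 480/em 520 nm). Compound added and read 3 min for agonist activity, followed by capsaicin at EC20 final and 2 min further read for enhancement.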
RORg inh = ROR gamma (mouse) transcription inhibition. P51450. Drosophila S2 Gal4-RORgamma UAS-luciferase reporter, 20 h. Potency, µM (titrated, usually from 53.6 µM), inactives show top-dose activity change, negative = inhibition, hits mostly inhibitors. 310,000 compounds, 5.4% hits; note: potency is the fitted concentration of half-maximal effect; % is set by controls: 0 for no effect and ±100 for the full control effect; nearly all actives have a fitted effect of over 60% in size
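Read-out: Photinus luciferase luminescence; inhibitors lower reporter signal. Insect Schneider cells with Gal4-ROR gamma fusion under metallothionein promoter, UAS reporter; 700 uM final copper sulfate induction, 20 hr, ambient temperature.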
Gal4-VP16 FLuc = counter-screen for ROR gamma inhibitors: Gal4-VP16 reporter | 310,000 compounds, 3.5% hits | Drosophila S2 Gal4-VP16 UAS-luciferase, luminescence, 20 h | Potency, µM (titrated, usually from 53.6 µM), without a hit: at the highest dose activity, negative = inhibition, usual class: inhibitors;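 note: Gal4-VP16 expression switched on by copper sulfate through the metallothionein promoter; potency is the fitted concentration of half-maximal effect; % is set by controls: 0 for no effect and ±100 for the full control effect; nearly all actives have a fitted effect of over 50% in size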
ELG1 genotox = genotoxicity induction in ELG1-luciferase HEK293T cells | HEK293T ELG1-luciferase reporter, luminescence, 16 h | Potency, µM (doses to about 46 µM), for inactives: at the top dose activity change, positive = activation, usual class: activators | 330,000 compounds, 1.3% hits; note: potency is the fitted concentration of half-maximal effect; % of control where 0% means no effect; nearly all actives have a fitted effect of over 60% in size
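Screening used a luciferase reporter fused to human ELG1 in HEK293T cells. Luminescence was read on a CCD plate imager after 16 hr exposure and 30 min ONE-Glo incubation.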
Tb PFK inh = inhibitors of T. brucei phosphofructokinase | O15648 | T. brucei PFK, ADP-Glo luminescence | Potency, µM (doses to about 57.5 µM), inactives show at the highest dose activity, negative = inhibition, actives largely listed as inhibitors | 330,000 compounds, 0.17% hits | AID 485367;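 note: potency is the fitted concentration of half-maximal effect; 0% = uninhibited 1x PFK enzyme wells and -100% = no-enzyme wells; nearly all actives have a fitted effect of over 60% in size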
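Compounds were pin-transferred as a titration series up to 57 uM into substrate buffer (0.5 mM F6P, 0.1 mM ATP, pH 8.0), then 1.25 nM PFK was added and reactions ran 45 min before ADP-Glo detection.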
BRCA1 expr up = activators of BRCA1 expression | Potency, µM (doses to about 46.1 µM), inactives show at the highest dose activation, hits mostly activators | 380,000 compounds, 1.1% hits | MCF7-BRCA1-FFLuc reporter, luminescence, 48 h; response scale: scaled: vehicle 0%, 10 µM genistein 100%; note: potency is the fitted concentration of half-maximal effect; nearly all actives have a fitted effect of over 80% in size; some results filed as inactive show a strong effect at the top dose
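Quantitative HTS in MCF7 cells stably reporting BRCA1 expression via firefly luciferase. Compound treatment lasts 48 h at 37 °C in phenol-red free MEM. Activation is expressed relative to genistein at 10 microM and DMSO.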
Rab9 promoter act = Rab9 promoter activation | Huh7 Rab9 promoter-luciferase reporter, luminescence, 24 h | 320,000 compounds, 2.8% hits | Potency, µM (series often up to 9.22 µM), for the others: at the top dose activation, negative = inhibition, actives largely listed as activators; note: potency is the fitted concentration of half-maximal effect; % of control where 0% means no effect; nearly all actives have a fitted effect of over 60% in size
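Huh7 reporter line, Rab9 promoter upstream of luciferase. Compound exposure 24 h at 37 °C in reduced-serum medium with 10% FBS. Read-out: luminescence.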
ELG1 repair inh = inhibitors of ELG1-dependent DNA repair in HEK293T cells; HEK293T ELG1-luciferase reporter, luminescence, 16 h; DNA damage induced by 5-fluorouridine; Potency, µM (series often up to 46.1 µM), without a hit: at the highest dose activity change, negative = inhibition, hits mostly inhibitors; 330,000 compounds, 2.3% hits; AID 504467; note: potency is the fitted concentration of half-maximal effect; % is set by controls: 0 for no effect and ±100 for the full control effect; nearly all actives have a fitted effect of over 55% in size
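Quantitative HTS, concentration-response format. 2,000 cells/well co-treated with 5-fluorouridine and compound, 16 hr in 5% CO2 at 37 °C; ONE-Glo luminescence read after 30 min.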
The depositor's hits bear a star; ? = inconclusive; . = not tested or not shown; [ ] = remark or other dose. Unless noted, calls come from the whole dose curve; as a rule, active = well fitted curve in the direction sought with a large enough effect; inconclusive = small, poorly fitted or top-dose-only effect, or another doubt; inactive = no such curve, though single readings can be large; an effect the other way counts as inactive or inconclusive.

Molecule	BRCA1 expr up	TRPV1 ag	RORg inh	ELG1 repair inh	p53 reactivation	Tb PFK inh	Rab9 promoter act	NPC1 promoter act	ELG1 genotox	Gal4-VP16 FLuc	FLuc counter
CCOc1ccc(S(=O)(=O)NCCC(=O)NCc2ccccn2)cc1	1%	4	.	0%	-2%	-9%	-11%	-1%	-3%	.	3%
CN(CC(=O)NCCc1ccccc1)Cc1ccco1	?	9	19%	?	?	1%	26%	?	21µM*	12%	?
CCOC(=O)c1ccc(C(=O)OCC)c(NC(=S)Nc2ccc([N+](=O)[O-])cc2OC)c1	14%	1	2.2µM*	?	?	-17%	6%	9%	18%	2.8µM*	?
NNC(=O)CSc1nnnn1-c1ccccc1	21%	0	-35%	5%	-3%	-14%	11%	-2%	0%	4%	0%
CCOCCCNCc1c(Cl)cccc1Cl	2%	2	-10%	12%	-2%	1%	-8%	0%	-2%	-8%	-1%
CCOC(=O)C1(CCOc2ccccc2)CCN(Cc2ccc(O)cc2)CC1	-23%	16	-22%[1.91 µM]	?	?	-3%	-5%	3%	-10%	6%	-3%
Cc1ccc(C(=O)CNc2ccc(F)cc2)cc1	10%	?	1%	?	?	-8%	1%	-1%	?	-11%	4.8µM*
Clc1cccc(NC2=NCCC2)c1	-15%	2	-15%	2%	8%	-8%	-1%	0%	1%	0%	-1%
Cc1ccc(S(=O)(=O)c2c(COC(=O)c3cccc(Cl)c3)c(-c3ccccc3)nn2C)cc1	-27%	-8	17%	-28%	2%	-4%	-8%	-3%	-11%	-1%	0%
COCCn1c(SCC(=O)NNC(=O)c2ccc(OC)c(OC)c2)nc2ccccc2c1=O	0%	-5	0%	?	-1%	-3%	-4%	-3%	1%	6%	6%
COc1ccccc1C(=O)NNC(=O)c1csc(N2CCOCC2)n1	-44%	-3	.	16%	5%	-7%	-2%	7%	-7%	.	9.5µM*
O=C(OCC(=O)N1N=C(c2ccc(Cl)cc2)CC1c1ccco1)c1cccnc1 (stereo not given)	-44%	.	.	?	-15%	0%	.	.	13%	.	.
O=C(COc1ccccc1)N=C1SC2CS(=O)(=O)CC2N1c1ccc(F)cc1F (stereo not given)	-9%	-2	-1%	5%	4%	1%	0%	-4%	0%	6%	0%
N#CCc1c(C#N)c(N)nc(N2CCCC(CO)C2)c1C#N (stereo not given)	9%	0	?	10%	-2%	8%	-2%	-6%	3%	2%	-2%
COc1ccc(C2C=C(c3ccccc3)Nc3nnnn32)cc1 (stereo not given)	23%	16	7%	?	?	2%	?	4µM*	13%	1%	3%
COc1ccccc1N(CC(O)Cn1ccnc1C)S(=O)(=O)c1ccccc1 (stereo not given)	-12%	-2	20%	-6%	4%	-2%	-1%	0%	1%	8%	-2%
CN(C1CCCCC1)S(=O)(=O)c1ccc2c(c1)CCC(=O)N2	-19%	1	.	?	0%	-3%	-8%	4%	3%	.	3%
COc1cccc2cc(C(=O)N3CCN(C/C=C/c4ccccc4)CC3)c(=O)oc12	-10%	-1	2%	0%	14%	-1%	-2%	0%	-4%	7%	4%
FC(F)(F)c1nc2ccccc2n2c(-c3c(Cl)cccc3Cl)nnc12	-9%	0	3%	4%	-7%	0%	-5%	-1%	-6%	14%	0%
CC(C)Oc1ccc(C(CC(=O)N2CCOCC2)C(C)C)cc1 (stereo not given)	9%	4	12%	16%	0%	3%	-5%[1.84 µM]	2%	-1%	1%	-1%

The results go on:
Molecule	BRCA1 expr up	TRPV1 ag	RORg inh	ELG1 repair inh	p53 reactivation	Tb PFK inh	Rab9 promoter act	NPC1 promoter act	ELG1 genotox	Gal4-VP16 FLuc	FLuc counter
O=C(CCn1cccc1)Nc1ccc(F)cc1	-4%	7	1%	6%	4%	-2%	6%	2%	6%	3%	-1%
O=C(N/N=C/c1ccccc1)c1ccc(NC(=O)c2ccc(F)cc2)cc1	117%	-1	-30%	1%	-2%	3%	?	10%	0%	2%	1%
O=C(NCc1ccco1)c1ccccc1Br	30%	1	16%	18%	9%	0%	-4%	-2%	-2%	-2%	5%
Cc1ccc(NC(=O)Cc2ncc(C(F)(F)F)cc2Cl)cc1Cl	15%	5	20%	10%	7%	-1%	-2%	-1%	-2%	-4%	-1%
COC(=O)c1cc(/C=C/c2ccccc2)[nH]n1	?	12	19%	?	.	-1%	?	?	17%	20%	17µM*
CCCOC(=O)c1c(NC(=O)C2CCCO2)sc(C(=O)OC)c1C (stereo not given)	-10%	-6	28%	?	13%	?	0%	0%	-3%	-24%	-17%
CCOc1ccc(C(=O)NCCCN(CC)CC)cc1	-3%	-2	-8%	1%	-18%	0%	3%	-6%	3%	-5%	4%
CCOc1cccc(Oc2ncccc2C(=O)/C(C#N)=C/N(C)C)c1	-5%	2	4%	21%	4%	-7%	4%	2%	-3%	-11%	-4%
O=S1(=O)CCC(n2ncc3c2/C(=C/c2ccccc2)CC3)C1 (stereo not given)	-22%	9	-6%	-17%	-10%	0%	-4%	-6%	-3%	6%	-10%
Cn1c(=O)c2[nH]c(CNCc3ccccc3Cl)nc2n(C)c1=O	-1%	-5	15%	-1%	15%	?	-1%	4%	-2%	-1%	-1%
CC(C)(C)C(=O)CN1C(=O)NC(c2ccccc2)(c2ccccc2)C1=O	-2%	9	-1%	1%	-7%	-9%	-1%	0%	-18%	-6%	1%
CCOC(=O)C1=C(CS(=O)(=O)c2ccccc2)NC(=O)NC1c1ccccc1OC (stereo not given)	-1%	0	1%	-11%	-4%	-3%	-9%	5%	0%[9.26 µM]	-5%	-2%
Cc1csc(SCC(=O)Nc2ccc(S(=O)(=O)N3CCCC3)cc2)n1	-1%	-4	35%	?	3%	-12%	7%	9%	-7%	-6%	0%
CCOC(=O)c1c(N)c2cc([N+](=O)[O-])ccc2n1C	45%	0	35%	28%	-3%	1%	-3%	11%	9%	1%	4%
c1ccc(OCc2nn3c(-c4n[nH]c5c4CCC5)nnc3s2)cc1	10%	-2	-22%	?	-4%	1%	11%	1%	4%	?	-1%
NC(=O)C1CCN(c2nc(-c3ccc4occc(=O)c4c3)cs2)CC1	-13%	.	.	-17%	1%	?	2.5µM*	?	4%	.	?
COc1ccccc1N(C)S(=O)(=O)c1ccc(C(=O)Nc2nnc(C)s2)cc1	-7%	4	.	1%	6%	13%	4%	1%	-15%	.	-6%
CCCCOC(=O)C(C)Nc1n[nH]c(=O)[nH]c1=O (stereo not given)	-8%	-1	-13%	2%	2%	0%	-3%	2%	1%	-6%	2%
C[C@@H](NC(=O)[C@@H]1Cc2ccccc2CN1C(=O)OC(C)(C)C)C(=O)NCC1CCCO1 (stereo not given in full)	5%	1	-4%	0%	-3%	0%	1%	-4%	1%	0%	0%
Cc1c(Cl)cccc1NC(=O)CN1CCC(NC(=O)C2CCCCC2)CC1	-21%	1	13%	?	-3%	-3%	-3%	-3%	-5%	0%	0%

Further results.
Molecule	BRCA1 expr up	TRPV1 ag	RORg inh	ELG1 repair inh	p53 reactivation	Tb PFK inh	Rab9 promoter act	NPC1 promoter act	ELG1 genotox	Gal4-VP16 FLuc	FLuc counter
CC1(C)Cc2cccc(OCC(=O)Nc3ccccc3F)c2O1	0%	?	.	?	6%	-3%	-3%	-1%	3%	.	7%
CCCN(CCC)c1c([N+](=O)[O-])c(=O)oc2ccccc12	3%	4	-10%	29%	-4%	14%	1%	-1%	0%	-7%	4%
Cn1c(C=O)c(C#CC(C)(C)O)c2ccccc21	0%	1	.	5%	2%	8%	-6%	2%	0%	.	-14%
O=S(=O)(c1c(F)cccc1F)C1CCN(S(=O)(=O)c2ccc3c(c2)OCCO3)CC1	-9%	.	.	-17%	-9%	0%	.	.	0%	.	.
O=C(NCc1ccc(N2CCCC2=O)cc1)c1cn(Cc2ccccc2)nn1	-12%	0	-18%	-1%	0%	-4%	-1%	-5%	0%	-2%	4%
COc1cc(C(=O)NCC(c2cccs2)N2CCc3ccccc32)cc(OC)c1OC (stereo not given)	-31%	-2	.	?	-7%	-3%	-11%	-1%	-9%	.	1%
Cc1cc(N2CCN(c3ccc(F)cc3)CC2)nc2cc(O)ccc12	-59%	-1	36%	-1%	19%	-2%	2%	1%	-4%	-1%	?

Some entries already given, showing only Gal4-VP16 FLuc and Tb PFK inh.
compound | Gal4-VP16 FLuc | Tb PFK inh
O=C(NCc1ccc(N2CCCC2=O)cc1)c1cn(Cc2ccccc2)nn1 | -2% | -4%
CCCN(CCC)c1c([N+](=O)[O-])c(=O)oc2ccccc12 | -7% | 14%
